KCNQ2 inh = KCNQ2 potassium channel inhibitors, primary screen, cell-based, CHO-K1, FluxOR thallium flux, B-score (AID 2156); Potassium voltage-gated channel subfamily KQT member 2 (Rattus norvegicus), O88943; 20 min; active compounds read low; B-score at 10 µM; actives 1.1% (n = 310,000);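 active means fluorescence ratio B-score at most minus 3 library SDs, with starting brightness B-score within 2 library SDs, cut at about -5.5 in these data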
Target sequence (O88943 whole entry, looked up): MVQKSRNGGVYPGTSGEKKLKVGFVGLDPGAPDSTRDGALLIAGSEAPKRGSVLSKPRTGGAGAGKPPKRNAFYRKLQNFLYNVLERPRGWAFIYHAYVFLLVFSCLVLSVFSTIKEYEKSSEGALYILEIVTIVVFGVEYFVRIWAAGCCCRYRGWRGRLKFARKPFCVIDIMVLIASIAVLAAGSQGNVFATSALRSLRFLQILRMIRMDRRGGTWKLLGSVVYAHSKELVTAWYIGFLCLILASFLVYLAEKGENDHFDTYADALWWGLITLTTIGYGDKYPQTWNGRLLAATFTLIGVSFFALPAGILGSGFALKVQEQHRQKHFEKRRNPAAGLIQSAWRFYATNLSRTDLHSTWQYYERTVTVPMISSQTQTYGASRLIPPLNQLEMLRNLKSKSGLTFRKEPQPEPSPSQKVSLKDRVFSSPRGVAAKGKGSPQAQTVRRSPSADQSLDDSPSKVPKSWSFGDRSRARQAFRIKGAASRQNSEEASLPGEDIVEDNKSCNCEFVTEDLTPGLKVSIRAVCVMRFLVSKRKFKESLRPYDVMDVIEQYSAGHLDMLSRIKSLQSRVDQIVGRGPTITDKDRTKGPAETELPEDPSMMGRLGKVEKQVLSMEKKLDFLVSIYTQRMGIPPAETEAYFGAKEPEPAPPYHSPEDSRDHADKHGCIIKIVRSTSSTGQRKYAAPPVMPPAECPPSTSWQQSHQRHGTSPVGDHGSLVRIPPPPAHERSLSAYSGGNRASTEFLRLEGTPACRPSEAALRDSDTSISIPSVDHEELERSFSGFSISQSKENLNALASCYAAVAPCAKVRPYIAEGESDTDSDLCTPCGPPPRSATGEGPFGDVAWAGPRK
STK33 inh = inhibitors of purified STK33 kinase, primary screen, biochemical, ADP-Glo luminescence, homogeneous, cell-free; Serine/threonine-protein kinase 33 (Homo sapiens), Q9BYT3; MBP phosphorylation; actives 0.073% (n = 320,000); inhibition, % at 10 µM;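 active means inhibition at or above 25%, using the most active replicate where run in duplicate; inactive means inhibition below 25%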
Kir21 block = inhibitors of mouse Kir2.1 inward-rectifier potassium channel; Inward rectifier potassium channel 2 (Mus musculus), P35561; HEK293-Kir2.1, FluxOR thallium flux fluorescence; active compounds read low; B-score at 10 µM; actives 0.85% (n = 310,000); AID 1672, 2009;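 active means fluorescence ratio B-score at or below minus 3 SD of library scores, with starting-brightness B-score within 2 SD, cut at about -4.2 in these data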;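 further: channel flux triggered by added potassium and thallium sulfate stimulus; B-score of peak minus minimum fluorescence over baseline after thallium stimulus; more negative B-score means stronger Kir2.1 block with less thallium influx; some compounds called inactive have numbers as strong as hits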
Starred values were filed as active, the others as inactive; i = inactive; . = no result given; & = joins results of further samples. Rows were taken by chance, and some 1.9% of all compounds hit somewhere here.

STK33 inh	KCNQ2 inh	Kir21 block	structure
0.3	i	-2.7	O=C(CSc1nccn1-c1ccc(F)cc1)NCc1ccc2c(c1)OCO2
-1.4	i	-1.4	Cc1cc(Nc2cccc(Cl)c2)nc(N2CCOCC2)n1
1.7	i	1	Cc1ccc(/C=C/C(=O)Nc2ccc(O)c3c(=O)cc(-c4ccccc4Cl)oc23)cc1
-1.5	i	-0.74	CCOC(=O)C1CCN(S(=O)(=O)CCNC(=O)c2cccc(OC)c2)CC1
-1.8	i	0.33	N/C(=N\O)c1cccc(CS(=O)(=O)c2ccccn2)c1
-0.6	i	-1	CSCc1nc2sc(C(=O)Nc3nc(C)cs3)c(C)c2c(=O)[nH]1
-1.1	i	-2.1	OCCC1CN(Cc2ccc3nsnc3c2)CCN1C1CCCC1 (stereo not given)
-1.5	i	0.4	CCOc1ccc(-c2nnc(SCC(=O)N3CCCC3)o2)cc1

Molecules above with four or more nitrogen atoms (three):
STK33 inh	KCNQ2 inh	Kir21 block	structure
-1.4	i	-1.4	Cc1cc(Nc2cccc(Cl)c2)nc(N2CCOCC2)n1
-0.6	i	-1	CSCc1nc2sc(C(=O)Nc3nc(C)cs3)c(C)c2c(=O)[nH]1
-1.1	i	-2.1	OCCC1CN(Cc2ccc3nsnc3c2)CCN1C1CCCC1 (stereo not given)

New compounds follow
STK33 inh	KCNQ2 inh	Kir21 block	structure
-0.5	i	0.82	CC(=O)Nc1ccc(S(=O)(=O)NCc2ccc(C(=O)NCc3ccc4c(c3)OCO4)cc2)cc1
-0.7	i	-1.1	O=C(NCCCN1CCOCC1)c1cc2cc(Br)ccc2oc1=O
-0.1	i	0.92	Cc1cc(Nc2ccccc2)n2nc(C)c(-c3ccccc3)c2n1
-2.1	i	-0.37	Cc1ccc(-c2nc3ccccc3s2)cc1NC(=O)c1cc(-n2cnnc2)ccc1Cl
-0.4	i	1.5	CCc1ccc(N2CC(C(=O)Nc3ccc(F)cc3)CC2=O)cc1 (stereo not given)
0.2	i	0.22	Cc1cccc(OCC(=O)NC2CCCC2)c1
-2.9	i	-0.25	Cc1cc(O)c(C(C)C)cc1N=Cc1ccccc1O
2.4	i	0.57	O=C(NC1=NCCS1)c1ccc2c(c1)C(=O)N(Cc1ccco1)C2=O
-4.9	i	0.15	COCc1cc(C)nc(SCc2nc3ccccc3c(=O)[nH]2)c1C#N
0.0	i	0.94	CCOC(=O)c1c(C)n(C)c2ccc(OCC(O)CN(CC)CC)cc12 (stereo not given)
.	i	-0.84	CCOc1ccc2nc(NC(=S)NCc3ccccc3)sc2c1
0.5	i	3.5	Cc1cc(C)cc(NC(=O)c2cc(C)nc3ccccc23)c1
-1.1	i	0.07	CCC1(c2ccccc2)NC(=O)N(CC(=O)Nc2ccccc2C(=O)NC2CC2)C1=O (stereo not given)
1.0	i	-1	N#Cc1c(NC(=O)CSC2=NCCS2)sc2c1CCCC2
1.5	i	2.6	COc1ccc(C(C(=O)NCC2CCCO2)N(C(=O)CNC(=O)c2ccco2)c2ccc(C)c(C)c2)cc1OC (stereo not given)
-0.5	i	0.22	C=C(C)CSc1nc(N)c2c3c(sc2n1)CCC3
-0.1	i	0.06	CCOc1ccc(CN2CCNC(=O)C2CC(=O)NCCCC2CCCC2)cc1 (stereo not given)
-0.7	i	2.5	Clc1ccc(-n2ncc3c(NCc4ccco4)ncnc32)cc1
0.9&2.4	i	-0.08&-1.4	COc1ccc(C(=O)C[n+]2cc(-c3ccc(OC)cc3)n3c2CCCC3)cc1
2.0	i	0.98	Cc1cc(N2C(=O)C(=O)/C(=C(/O)c3ccc(F)cc3)C2c2ccc(Cl)cc2)no1 (stereo not given)
-4.4	i	0.05	Cn1cccc1C(=O)NC(=O)COC(=O)c1ccccc1O
1.2	i	-1.9	O=C(Nc1ccccc1)N1CCC(C(=O)N(Cc2ccco2)Cc2cccs2)CC1
-0.5	i	0.3	Cc1nc(SCC(=O)N2CC(C)OC(C)C2)nc(C)c1C (stereo not given)
-1.4	i	1.1	COc1cccc(N2C(=O)CC(NNC(=O)c3cccs3)C2=O)c1 (stereo not given)

Sorted by the number under Kir21 block (smallest number first): 3 of the compounds above
Molecule,Kir21 block
Cn1cccc1C(=O)NC(=O)COC(=O)c1ccccc1O,0.05
Cc1cc(N2C(=O)C(=O)/C(=C(/O)c3ccc(F)cc3)C2c2ccc(Cl)cc2)no1 (stereo not given),0.98
COc1cccc(N2C(=O)CC(NNC(=O)c3cccs3)C2=O)c1 (stereo not given),1.1

New compounds follow.
STK33 inh	KCNQ2 inh	Kir21 block	structure
-0.9	i	0.14	COc1ccc(Cl)cc1-c1nc(SCC(=O)NC2CC2)n[nH]1
-0.1	i	0.45	CC1Sc2ccc(S(=O)(=O)CCC(=O)NC3CCCCC3C)cc2NC1=O (stereo not given)
-0.8	i	0.53	O=C(NCc1ccccc1)c1ccc(C2SCC(=O)N2Cc2ccccc2)cc1 (stereo not given)
0.5	i	1.1	CCC/C=C(\CCC)C(NC(=O)OCC(C)C)c1ccc(C(=O)OC)cc1 (stereo not given)
-1.0	i	0.08	Cc1cnc(C(=O)OCC(=O)NC(C)C)cn1
-0.3	i	0.51	Cc1ccc(-n2c(C)cc(/C=N/NC(=O)c3ccncc3)c2C)cc1
0.3	i	-0.41	CN1CCC(NC(=O)CCc2ccccc2)CC1
-1.1	i	-0.08	O=S(=O)(N1CCCCCC1)N1CCNCC1

Single records, as listed above. Values in the order: STK33 inh | KCNQ2 inh | Kir21 block
O=C(NCc1ccccc1)c1ccc(C2SCC(=O)N2Cc2ccccc2)cc1 (stereo not given) as listed: -0.8 | i | 0.53
COCc1cc(C)nc(SCc2nc3ccccc3c(=O)[nH]2)c1C#N as listed: -4.9 | i | 0.15
CCC1(c2ccccc2)NC(=O)N(CC(=O)Nc2ccccc2C(=O)NC2CC2)C1=O (stereo not given) as listed: -1.1 | i | 0.07

Results in STK33 inh, for 3 of the compounds above:
SMILES,STK33 inh
Cc1cnc(C(=O)OCC(=O)NC(C)C)cn1,-1.0
Cc1ccc(-n2c(C)cc(/C=N/NC(=O)c3ccncc3)c2C)cc1,-0.3
CN1CCC(NC(=O)CCc2ccccc2)CC1,0.3

Later entries
STK33 inh	KCNQ2 inh	Kir21 block	structure
-0.7	i	-0.38	Cc1cc(C)n(/N=C/c2ccccc2O)c(=O)c1
-0.1	i	0.52	Cc1ccnc(NC(=O)CNC(=O)c2ccccc2)c1
-1.5	i	0.85	COC(=O)c1c(C)n(-c2ccc(OC)cc2)c2ccc(O)cc12
-0.5	i	0.01	COc1ccc(OC)c(NC(=O)CC(Cc2ccccc2OC)C(=O)O)c1 (stereo not given)
0.2	i	0.23	CCOc1ccc(C2/C(=C(\O)c3c(C)[nH]c(C(=O)OC)c3C)C(=O)C(=O)N2CCN(C)C)cc1 (stereo not given)
-1.9	i	-1.4	Cc1c(CN2CCC(C(=O)Nc3cccc(-c4cccc(Cl)c4)c3)CC2)cnn1C
-1.6	i	-0.01	COc1ccc(NC(=O)c2sc3cc(C(F)(F)F)cnc3c2-c2cccs2)cc1
0.8	i	-0.64	CCOC(=O)c1cc(-c2ccccc2)nc2c1c(C)nn2-c1ccccn1
0.1	i	-0.61	COc1cc(/C=N/Nc2nc(Nc3ccc(C)cc3)nc(-n3nc(C)cc3C)n2)cc(OC)c1OC
0.1	i	0.36	CCOc1ccc(-c2csc3nc[nH]c(=O)c23)cc1
-0.3	i	0.06	OC(COc1ccc(Cl)cc1Cl)Cn1ccnc1 (stereo not given)
0.5	i	0.87	Clc1nc(NCc2cccnc2)nc(N2CCOCC2)n1
-1.6	i	-0.55	COC(=O)c1c(C)[nH]c(C)c1C(=O)c1ccccc1Cc1ccccc1
2.0	-6.7*	0.75	COc1cc(-c2nc(C(=O)NCC3CCCO3)cc3c2[nH]c2ccccc23)cc(OC)c1OC (stereo not given)
0.3	i	0.44	CCOC(=O)C1=NOC(CNC(=O)c2ccccc2Cl)C1 (stereo not given)
-0.9	i	-0.6	O=C(C(Sc1ccccc1)c1ccccc1)N1CCN(c2ccccc2)CC1 (stereo not given)
0.0	i	0.89	CCOc1ccc(C(=O)C(C)OC(=O)c2nc(Cl)ccc2Cl)cc1 (stereo not given)
-2.1	i	-0.43	Cc1[nH]nc(N=Cc2c(O)n(C)c(=O)n(C)c2=O)c1-c1ccccc1
0.1	i	-2.7	CCOC(=O)C1(Cc2cccc(OC)c2)CCN(Cc2ccccc2OC)CC1
-1.8	i	2.1	CC(C)OC(=O)c1cccc(C(=O)Oc2ccc(Br)cc2)n1
-0.3	i	-0.34	C#CCN(C(=O)CC1C(=O)NCCN1C/C=C/c1ccccc1)C1CCCCC1 (stereo not given)
-0.4	i	3.5	CC(C)c1ccc(Nc2nc(Cl)nc(Cl)n2)cc1
-0.6	i	0.6	CN1CCN(C(=O)c2ccccc2N(Cc2ccccc2)S(=O)(=O)c2ccccc2)CC1
1.2	i	1.2	Cc1ccc(NS(=O)(=O)c2cc(C(N)=O)ccc2C)cc1
0.0	i	-0.47	Cc1cc(C)n2c(SCC(=O)NC3CCCC(C)C3C)nnc2n1 (stereo not given)
-1.2	i	-2.9	CCOC(=O)c1c(NC(=O)c2ccccc2C(=O)O)sc2c1CCCC2
6.8	i	1.8	Cc1nc2ccccc2nc1NS(=O)(=O)c1ccc(N)cc1
0.0	i	-0.53	C=C(C)c1cccc(C(C)(C)NC(=O)Nn2cnnc2)c1
0.1	i	-0.38	CCN(CC)/C(=N\S(=O)(=O)c1ccc(F)cc1)c1ccccc1
-1.8	i	0.58	Cc1ccc(OCC(=O)O/N=C(\N)c2ccccn2)cc1
-1.0	i	-0.05	O=C(COC(=O)C1CCCCC1C(=O)N1CCc2ccccc21)NCc1ccco1 (stereo not given)
-0.5	i	0.9	CCOC(=O)C1(CC2CCCCO2)CCN(Cc2c(C)cc(C)cc2-n2cccn2)CC1 (stereo not given)
-0.9	i	-0.06	Cc1ccc2[nH]c3c(=O)n(CC(=O)N4CC(C)CC(C)C4)ncc3c2c1 (stereo not given)
1.6	i	0.01	CCCCCCCCCCCNC(=O)c1ccoc1C
1.0	i	-1.4	Cc1ccc(-c2ccnc3cc(C)nn23)cc1
-0.2	i	-2.5	CCOC(=O)c1[nH]c(C)c(C(=O)N(C)C)c1C
-0.4	i	1.6	O=C(CCN1C(=O)/C(=C\c2ccccc2)SC1=S)NNC(=O)c1cccnc1
-2.1	i	0.59	COc1ccc(NC(=O)Nc2c(C)n(C)n(-c3ccccc3)c2=O)cc1
-1.8	i	-5.6*	CC1=C(C(=O)OCCc2ccccc2)C(c2ccsc2)NC(=O)N1C (stereo not given)
-0.9	i	-0.01	CCOc1ccc(-c2ccc(NS(=O)(=O)c3ccc([N+](=O)[O-])cc3)cc2)nn1
-0.3	i	1.5	O=C(Nc1cccc(F)c1)N1CCN(C(=O)c2ccco2)CC1
2.0	i	0.05	O=C1C=C(NCC2CCCO2)C2(CCCCC2)O1 (stereo not given)
-0.5	i	0.96	CCOC(=O)C1(CCOC)CCN(C(=O)c2ccc(CSC)o2)CC1
2.8	i	0.06	CCOc1ccc(NC(=S)N(CCOC)C(C)c2cccnc2)cc1 (stereo not given)
0.0	i	0.59	CCC1C(=O)N=C(SCC(=O)Nc2ccc(S(N)(=O)=O)cc2)NC1=O (stereo not given)
-1.9	i	0.89	O=C(NCc1ccccc1)C(c1ccccc1F)N(C(=O)c1csnn1)C1CCCC1 (stereo not given)
-3.3	i	0.29	Cc1ccc(C(=O)C2OC(=O)C(C)(C)C(=O)C2(C)C)cc1 (stereo not given)
2.1	i	1.8	CCOc1ccccc1/C=C/C(=O)c1ccc(Cl)cc1
-1.6	i	1.8	CSCC[C@H](NC(=O)[C@@H]1CSC2c3ccccc3C(=O)N21)C(=O)NCc1ccco1 (stereo not given in full)
-14	i	-0.53	Cc1cc2c3c(ccc(C)c3n1)N=CN2c1ccccc1
-2.3	i	-0.36	COCCCNC(=O)/C(C#N)=C/c1cccc(NC(=O)c2ccccc2Cl)c1
1.5	i	-2.3	COc1ccc(S(N)(=O)=O)cc1C(=O)NCCCN1CCN(c2ccc(C)cc2)CC1
0.3	i	0.09	COc1ccc2cc(CCNC(=O)c3cc4ccccc4o3)c(=O)[nH]c2c1
-0.4	i	-1.7	Cc1cn2c(=O)c(C(=O)N3CCN(c4ccccc4)CC3)cnc2s1
-2.3	i	-2.6	Cn1c(=O)c2c(nc(NCCCO)n2CCc2ccccc2)n(C)c1=O
-0.3	i	0.47	Cc1cc(NS(=O)(=O)c2ccc(NC(=O)COc3ccccc3Cl)cc2)no1

Further structures follow:
STK33 inh	KCNQ2 inh	Kir21 block	structure
-0.9	i	0.45	CCc1nc2c(nnn2Cc2ccc(F)cc2)c(=O)[nH]1
-1.4	i	-1.1	Cc1ccc(C(=O)N2CCN(S(=O)(=O)c3ccc(C)c([N+](=O)[O-])c3)C2)cc1
-0.3	i	-0.01	O=C(Nc1ccc(F)cc1)c1ccc2c(=O)n(CC3CCCO3)c(=S)[nH]c2c1 (stereo not given)
1.4	i	0.71	CN(C)c1ccc(Nc2cc(Cl)ncn2)cc1
0.9	i	0.67	NNc1nc2c(F)cc(F)cc2s1
-0.4	i	-0.08	O=C(Cn1cnc2c(nnn2Cc2ccc(F)cc2)c1=O)Nc1ccccc1
-0.3	i	-2.5	Fc1ccc2[nH]c3c(NCc4ccccc4)ncnc3c2c1
-0.8	i	0.91	COc1cccc(CNC(=O)CCC2CCCN(C(=O)c3ccccc3N(C)C)C2)c1 (stereo not given)
0.2	i	0.81	O=S1(=O)[C@H]2C[C@@H]3CC[C@]2(CN1Cc1cccc(F)c1)O3
